Akt phos inh: HTS Assay for Inhibitors of Akt Phophorylation: Primary Screen; 360,000 compounds, 0.32% hits; activity change, % for hits at 50 µM; Neuro2A IGF-stimulated pAkt S473 HTRF, 20 min; active compounds read low; AID 651550, 2012; in the data active means activity change below about -80%; inconclusive means mostly about -51% to -80%; further: on the % scale 0 is the no-effect control and ±100 the full control effect
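Single-point screen (50 µM final compound) in Neuro2A cells stimulated 20 min with 6 nM IGF at 37 deg C. After lysis, Ser473-phosphorylated Akt read by HTRF (ex 330 nm, em 615/665 nm) as the 665/615 ratio.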
Mm-Cpn inhibitor: Inhibitors of TCP-1 ring complex (TRiC) of Methanococcus maripaludis (MmCpn): qHTS | Chaperonin Mm-Cpn (Methanococcus maripaludis) | purified Mm-Cpn ATPase, ADP Transcreener TR-FRET | Potency, µM (highest dose often 76.9 µM), without a hit: top-dose activity, negative = inhibition, usual class: inhibitors | 330,000 compounds, 0.031% hits | AID 504842, 2011; further: potency means the concentration at half of the fitted maximal effect; on the % scale 0 is the no-effect control and ±100 the full control effect; nearly all actives have a fitted effect of over 80% in size
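ATPase read-out: TR-FRET ADP immunoassay (anti-ADP Eu cryptate vs ADP-d2), ex 320 nm, em 590/665 nm; signal drops as ADP forms. Enzyme 25 nM, ATP 10 uM, 30 min at 37°C after 10 min compound preincubation.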
HEK293 tox: qHTS of GLP-1 Receptor Inverse Agonists: Cytotox Screen; HEK293 cAMP-luciferase reporter cells, luminescence, 24 h; Potency, µM (highest dose often 38.3 µM), for the others: top-dose activity change, negative = inhibition, actives largely listed as inhibitors; 410,000 compounds, 0.13% hits; AID 624418, 2012;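 further: loss of luciferase light is scored as toxicity; potency means the concentration at half of the fitted maximal effect; on the % scale 0 is the no-effect control and ±100 the full control effect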
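Here, cytotoxicity is scored as loss of luminescence. The MLSMR collection was tested on cells seeded in medium containing 10% Nu serum, with a 24 hr compound exposure preceded by 12 hours of culture.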
aSyn yeast inh: qHTS of alpha-syn Inhibitors. Yeast expressing alpha-synuclein, growth rescue, BacTiter-Glo, 24 h. Potency, µM (highest dose often 46.1 µM), for the others: at the highest dose growth rescue (activation), hits mostly activators. 370,000 compounds, 0.14% hits. AID 652106, 2013; further: potency means the concentration at half of the fitted maximal effect; % of control where 0% means no effect; nearly all actives have a fitted effect of over 65% in size
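Readout is rescue of growth in alpha-synuclein-expressing yeast, so inhibitors of toxicity appear as activators. Growth after 24 hr at 30 deg C in galactose medium is quantified by luminescence.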
PTHR1 ag: qHTS for PTHR1 Agonists: Primary Screen; Parathyroid hormone/parathyroid hormone-related peptide receptor (Homo sapiens), Q03431; HEK293 GP2 PTHR1 cells, GloSensor cAMP luminescence, 1 h; Potency, µM (series often up to 115 µM), for inactives: at the highest dose activation, usual class: activators; 410,000 compounds, 0.075% hits; further: potency means the concentration at half of the fitted maximal effect; nearly all actives have a fitted effect of over 55% in size; some results filed as inactive show a strong effect at the top dose; inactives centre near -15; many of its hits are not listed in these tables
Target sequence (Q03431 whole entry, looked up): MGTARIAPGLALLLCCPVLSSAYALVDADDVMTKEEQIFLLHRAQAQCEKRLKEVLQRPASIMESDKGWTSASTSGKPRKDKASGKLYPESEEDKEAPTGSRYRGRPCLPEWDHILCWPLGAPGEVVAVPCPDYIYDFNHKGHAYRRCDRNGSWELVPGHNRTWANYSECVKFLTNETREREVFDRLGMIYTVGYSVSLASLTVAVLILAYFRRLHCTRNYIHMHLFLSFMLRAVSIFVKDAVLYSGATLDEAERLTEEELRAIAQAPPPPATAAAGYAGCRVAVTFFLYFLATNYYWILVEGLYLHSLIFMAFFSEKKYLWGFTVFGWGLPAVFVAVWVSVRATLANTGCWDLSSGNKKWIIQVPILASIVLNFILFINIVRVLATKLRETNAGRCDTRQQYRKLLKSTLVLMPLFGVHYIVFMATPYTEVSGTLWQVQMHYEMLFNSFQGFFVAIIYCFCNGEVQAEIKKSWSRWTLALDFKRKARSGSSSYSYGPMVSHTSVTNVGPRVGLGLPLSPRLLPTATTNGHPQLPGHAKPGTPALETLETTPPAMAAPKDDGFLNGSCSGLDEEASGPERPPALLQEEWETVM
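HEK-293-derived GP2 cells expressing PTHR1 and a GloSensor cAMP reporter, 3,000/well, plated overnight, given luciferin plus IBMX (each 0.5 mM as added) for 1 h at 37 °C, then compound for 1 h at 37 °C. Luminescence was read after 15 min at room temperature.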
Abeta yeast res: qHTS for compounds that reverse cellular toxicity of Amyloid beta (A-beta) peptide in yeast: Primary Screen | Potency, µM (top dose mostly 46.1 µM), for inactives: top-dose growth rescue, actives largely listed as activators | yeast expressing A-beta42, growth rescue, OD600, 48 h; response scale: 0% DMSO, 100% iron-clioquinol control | AID 1347071, 2019 | 410,000 compounds, 0.063% hits; further: potency means the concentration at half of the fitted maximal effect; nearly all actives have a fitted effect of over 55% in size
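Yeast A-beta toxicity model in growth medium with pinned compounds, 48 h at 30 C; growth read as absorbance at 600 nm. Normalized to FeCl3/clioquinol equimolar mix (positive) and DMSO (negative).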
TDP43 rescue: qHTS of TDP-43 Inhibitors. TDP-43 expressing yeast growth rescue, BacTiter-Glo, 24 h. Potency, µM (titrated, usually from 46.1 µM), inactives show at the top dose growth rescue (activation), hits mostly activators. 410,000 compounds, 1.8% hits. AID 652104, 2013; further: potency means the concentration at half of the fitted maximal effect; % of control where 0% means no effect; nearly all actives have a fitted effect of over 50% in size
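Luminescence from BacTiter-Glo reports growth of TDP-43-expressing yeast after 24 hr at 30 deg C with compound. Cells were raffinose-pregrown to mid-log, then seeded in galactose medium at OD600=0.02.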
FUS suppressor: qHTS for Suppressors of FUS Proteinopathy: Primary screen using FUS-linked yeast assay. S. cerevisiae FUS-expressing, growth rescue, OD600, 24 h. Potency, µM (doses to about 76.6 µM), for inactives: top-dose growth rescue (activation), hits mostly activators. 390,000 compounds, 0.24% hits;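 further: potency means the concentration at half of the fitted maximal effect; plate controls were DMSO vehicle for no effect and reference control for full effect; nearly all actives have a fitted effect of over 55% in size; some results filed as inactive show a strong effect at the top dose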
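Read-out: OD at 600 nm after 24hr at 30C, reporting rescue of FUS-induced yeast toxicity. Cells at OD 0.005 in galactose (2%) minimal medium; compounds tested in a dilution series; CP55940 titration from 92uM final as control.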
GLP-1R inv ag: qHTS of GLP-1 Receptor Inverse Agonists (Inhibition Mode). Glucagon-like peptide 1 receptor (Homo sapiens), P43220. HEK293 GLP-1R CRE-luciferase, luminescence, 24 h; GLP-1R form is constitutively active. Potency, µM (doses to about 38.3 µM), inactives show top-dose activity change, negative = inhibition, most hits filed as inhibitors. 410,000 compounds, 1.6% hits. AID 624417, 2012; further: potency means the concentration at half of the fitted maximal effect; on the % scale 0 is the no-effect control and ±100 the full control effect; nearly all actives have a fitted effect of over 55% in size
Target sequence (P43220 whole entry, looked up): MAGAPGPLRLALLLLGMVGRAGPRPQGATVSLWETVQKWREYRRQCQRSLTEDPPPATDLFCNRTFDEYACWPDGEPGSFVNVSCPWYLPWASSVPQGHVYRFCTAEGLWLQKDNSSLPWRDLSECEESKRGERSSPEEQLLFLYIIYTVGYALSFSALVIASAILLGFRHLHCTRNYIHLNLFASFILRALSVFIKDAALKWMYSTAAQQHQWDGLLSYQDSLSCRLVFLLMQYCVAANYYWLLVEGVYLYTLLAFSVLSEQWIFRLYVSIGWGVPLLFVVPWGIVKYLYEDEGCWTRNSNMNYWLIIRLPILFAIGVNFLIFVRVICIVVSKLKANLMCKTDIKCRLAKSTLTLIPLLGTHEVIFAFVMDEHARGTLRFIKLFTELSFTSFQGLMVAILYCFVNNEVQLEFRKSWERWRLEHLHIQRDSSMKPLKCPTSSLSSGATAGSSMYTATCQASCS
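HEK293 cells stably co-expressing a cAMP-responsive luciferase reporter and constitutively active GLP-1R were seeded, incubated 12 h, then exposed to compounds for 24 h at 37 C. Luminescence was read 12 min after detection reagent; inverse agonists lower signal.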
Starred values were filed as active, the others as inactive; i = inactive; ? = inconclusive; / = not tested or not shown; & = joins results of further samples; [ ] = dose if it differs, or a comment. Unless noted, the call rests on the fitted dose curve; in most records, active means well fitted curve in the direction sought with a large enough effect; inconclusive means small, poorly fitted or top-dose-only effect, or another doubt; inactive means no such curve, though single readings can be large; an effect the other way counts as inactive or inconclusive. Not all compounds are listed; the hit share may differ from the screen's.

SMILES	Akt phos inh	Mm-Cpn inhibitor	HEK293 tox	aSyn yeast inh	PTHR1 ag	Abeta yeast res	TDP43 rescue	FUS suppressor	GLP-1R inv ag
CCc1nnc(NC(=O)CSc2nnc3c4ccccc4n(C)c3n2)s1	i	1%	-7%	1%	i	-1%	-8%	-5%	5%
Cc1cc(C)c(S(=O)(=O)Nc2ccc(OCC(=O)O)cc2)c(C)c1	i	-3%	-7%	1%	-23%	12%	11%	-5%	11%
Cc1ccccc1C(=O)OCC(=O)Nc1cccc(S(=O)(=O)NC2=NCCC2)c1	i	4%	-5%	0%	i	9%	19%	1%	-16%
COCCCNC(=O)Cn1cc(C(=O)c2cccs2)c2ccccc21	i	0%	-3%	2%	i	18%	6%	-6%	-13%
CCN(CC)S(=O)(=O)c1ccc(-c2nnc(SCc3nnc(-c4ccc(C)cc4)o3)o2)cc1	i	1%	-8%	6%	i	1%	-20%	31%	-21%
O=C(O)c1cc(/C=C/c2ccc(N3CCOCC3)c([N+](=O)[O-])c2)nc2ccccc12	i	2%	4%	-13%	i	-8%	-25%	-8%	11%
N#C/C(=C\c1ccc(O)c(Br)c1)C(=O)NCc1ccccc1	i	3%	-1%	1%	-49%[inhibitor]	19%	26%	13%	2%
CCOC(=O)C1=C(C)N=C2SC(C)C(=O)N2C1c1cccc(F)c1 (stereo not given)	i	2%	2%	6%	i	0%	8%	31%	?
O=S(=O)(c1ccccc1)N1CCN(CCOc2ccc(F)cc2)CC1	i	/	2%	-2%	-31%[inhibitor]	-4%	12%	-12%	1%
O=C(Nc1nc2ccccc2[nH]1)c1ccccc1[N+](=O)[O-]	i	-3%	4%	-1%	-35%[inhibitor]	-15%	9%	24%	-7%
COC(CNC(=O)c1ccc2c(c1)ncn2-c1cccc(F)c1)OC	i	1%	0%	-5%	i	1%	15%	/	0%
COc1ccc(S(=O)(=O)N2CCN(Cc3ccco3)CC2)cc1	i	-2%	-7%	-12%	i	0%	-2%	20%	0%
CCOc1ccccc1NC(=O)Cn1c(=O)n(-c2cccc(C)c2)c(=O)c2c1c1cc(OC)ccc1n2C	/	/	-9%	/	i	-4%	15%	12%	9%
Brc1ccc2c(c1)C(c1cccs1)=NNC(c1cccnc1)=N2	?	-6%	-23%	-6%	-1%[57.5 µM]	-1%	7%	46%	0%
COc1cc(NC(=O)Cc2ccc(OC)c(S(=O)(=O)N3CCOCC3)c2)c(OC)cc1Cl	i	1%	-8%	-12%	i	2%	5%	20%	-13%
OC(Cn1cccn1)c1ccccc1 (stereo not given)	i	1%	-3%	12%	i	6%	1%	-30%	6%
CC(C)N(Cc1ccccc1)C(=O)COC(=O)c1ccc2ncsc2c1	i	-17%	-5%	3%	-12%	-18%	29%	22%	17%
Cc1ccc(S(=O)(=O)N2CCN(C(=O)COC(=O)c3cc(C)oc3C)CC2)cc1	i	1%	-5%	10%	-9%	23%	20%	13%	1%
Cc1ccc(-c2nnc(SCC(=O)NCc3ccccc3)o2)cc1	/	/	-13%	/	-16%	6%	?	11%	?
Cc1ccc(CC(=O)Nc2cccc(S(=O)(=O)N3CCOCC3)c2)cc1	i	-3%	1%	7%	-21%	4%	12%	3%	8%
O=C(NC(c1ccc(Cl)cc1)c1cnccn1)C1CCN(CCCc2ccccc2)CC1 (stereo not given)	i	/	-9%	14%	-14%	-19%	11%	2%	-33%
Cc1nnc(N2CCC(C(=O)NC3CCCCC3)CC2)c2nn(-c3ccc(Cl)cc3)c(C)c12	/	/	-2%	/	-24%	-20%	21%	-5%	9%
Cc1ccc2nc(NC(=O)CSc3nccn3Cc3ccc(Cl)cc3)sc2c1	/	/	-7%	/	-22%	21%	11µM*	25%	-23%
COC(=O)c1ccc(NC(=O)C2CCN(S(=O)(=O)c3ccc4c(c3)CCCN4C(C)=O)CC2)cc1	/	/	12%	/	-28%	0%	8%	3%	18%
Cc1ccc([N+](=O)[O-])cc1NC(=O)CCc1ccccc1	i	-1%	4%	-8%	-3%	20%	?	11%	-7%
Further compounds follow.
SMILES	Akt phos inh	Mm-Cpn inhibitor	HEK293 tox	aSyn yeast inh	PTHR1 ag	Abeta yeast res	TDP43 rescue	FUS suppressor	GLP-1R inv ag
CCc1cccc2c(C(=O)COC(=O)c3c(C)noc3C)c[nH]c12	i	-12%	?	9%	-7%	3%	-14%	6%	?
COc1ccc(N(CC(=O)NCCSc2ccccn2)S(=O)(=O)c2ccccc2)cc1OC	i	1%	-20%	1%	i	-3%	16%	-3%	7%
C/C(=C\CCC1(C)C2CC3C(C2)C31C)C(=O)O (stereo not given)	i	-1%	2%	12%	-21%	16%	22%	-16%	7%
CN(C1CCCCC1)S(=O)(=O)c1ccccc1	i	2%	6%	2%	-5%	12%	27%	15%	-8%
Cc1nc(NC(=O)CN2CCCCC2)sc1C(=O)N(C)C	i	0%	-10%	-4%	2%	-6%	-19%	12%	-12%
CCOc1ccc(C(c2nnnn2Cc2ccccc2)N2CCN(C(=O)c3ccco3)CC2)cc1 (stereo not given)	i	/	-17%	9%	i	-2%	17%	14%	?
O=C(CN1CCOCC1)Nc1ccc(NC(=O)CN2CCOCC2)c(Cl)c1	i	1%	7%	-5%	i	-3%	3%	-10%	24%
Cc1ccc(CNC(=O)[C@H](C)NC(=O)C2CCN(C(=O)[C@@H]3CCCN3C(=O)OC(C)(C)C)CC2)cc1	i	?	-8%	-5%	-7%	-11%	11%	11%	-2%
CCC12CSc3nc(Cl)ccc3N1C(=O)C(=O)N2C (stereo not given)	i	0%	-14%	0%	-22%	6%	8%	-28%	14%
CCCC(=O)Nc1c2c(nn1-c1ccc(F)cc1)CS(=O)(=O)C2	i	1%	-2%	0%	i	-16%	7%	-4%	3%
COc1cc(OC)cc(C(=O)NCC(=O)OCC(=O)Nc2ccc(C)c(S(=O)(=O)N3CCOCC3)c2)c1	i	-4%	2%	5%	-24%	-3%	17%	9%	6%
O=C(Nc1nccs1)C1CC=CCC1C(=O)OCC(F)(F)C(F)F (stereo not given)	i	-1%	2%	-4%	0%	-18%	8%	-18%	4%
Cc1ccc(NC(=O)C(C)Sc2nnc(C)n2C)cc1 (stereo not given)	i	1%	-14%	-9%	-2%	-5%	11%	-28%	5%
O=C(CSc1nc(-c2cccs2)cc(C(F)(F)F)n1)NCc1ccco1	i	/	-11%	-1%	-23%	-3%	-2%	2%	?
CCCCCCCCN1C(=O)[C@H](CC(=O)NCc2cccc(C(F)(F)F)c2)C[C@@]2(C(=O)OC)CCCCC=C12	i	/	?	4%	-15%	5%	18%	39%	10µM*
COc1cccc(/C=N/Nc2ccc(S(=O)(=O)O)cc2)c1O	i	-1%	8%	0%	i	10%	-23%	10%	10%
CCCCn1c(SCC(=O)Nc2nnc(C)s2)nc2c1c(=O)n(C)c(=O)n2C	i	-1%	4%	4%	i	7%	3%	11%	5%
COc1ccccc1Oc1c(C)oc2c(CN3CCN(CCO)CC3)c(O)ccc2c1=O	i	-5%	-3%	1%	i	9%	6%	12%	-10%
Cc1ccc(OC(=O)c2ccc(N3CCOCC3)c([N+](=O)[O-])c2)cc1	i	0%	-6%	-12%	i	-17%	0%	28%	0%
O=C(c1ccc2nccnc2c1)N1CCN(c2cccc(C(F)(F)F)c2)CC1	i	-2%	0%	1%	-20%	-11%	0%	12%	7%
CC(C)C(c1nnnn1C1CCCCC1)N1CCN(c2ncccn2)CC1 (stereo not given)	i	0%	18%	-1%	i	-47%[inhibitor]	?	-3%	0%
O=C(Cc1ccc(NC(=O)C2CCN(C(=O)C3CCCC3)CC2)cc1)Nc1ccc(C(=O)N2CCOCC2)cc1	i	/	-1%	0%	i	10%	19%	6%	14%
CCOC(=O)CC(=O)N/N=C/c1c(N)n(C)c(=O)n(C)c1=O	i	0%	0%	0%	i	8%	-7%	6%	1%
CC(C)C(=O)NS(=O)(=O)c1ccc(N)cc1	i	2%	7%	-4%	i	5%	-1%	2%	14%
O=C(O)c1ccc(Cn2cnc3cccnc32)cc1	i	1%	10%&5%	2%	i	2%&2%	7%&18%	13%&9%	11%&6%
CC(C(=O)N1CCOCC1)N1C(=O)c2cccc3cccc(c23)C1=O (stereo not given)	i	3%	5%	2%	i	-6%	1%	16%	-5%
